GLS inhibitor: inhibitors of human glutaminase (GLS); O94925; GLS enzymatic activity, qHTS titration; Potency, µM (doses to about 45.5 µM), without a hit: top-dose activity change, negative = inhibition, actives largely listed as inhibitors; actives 0.21% (n = 410,000); note: potency is the fitted concentration of half-maximal effect; % is set by controls: 0 for no effect and ±100 for the full control effect
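Compounds were pin-transferred onto hKGA, after which L-glutamine (1 mM solution) and a detection mix of glutamate oxidase, HRP and Amplex Red were added. Initial and 30 min RT fluorescence reads were collected.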
HP1b chromo inh: HP1-beta chromodomain-methylated histone interaction inhibition | P83916 | AlphaScreen HP1-beta / biotin-H3K9me3 peptide binding | Potency, µM (series often up to 114 µM), without a hit: at the top dose activity change, negative = inhibition, usual class: inhibitors | actives 0.56% (n = 390,000); note: potency is the fitted concentration of half-maximal effect; nearly all actives have a fitted effect of over 70% in size; inactives centre near 23
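HP1-beta protein (50 nM final) preincubated 30 min at room temperature with biotinylated H3(1-18)K9me3 peptide (50 nM) in PBS pH 7.4, 0.01% Tween-20, then compound added for 30 min. AlphaScreen streptavidin donor/nickel chelate acceptor beads (10 ug/mL final), 30 min dark, luminescence read.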
ERG-DNA inh: blocks human ERG Ets domain binding to DNA; P11308; fluorescence polarization, His-ERG Ets domain / labelled DNA; Potency, µM (doses to about 76.9 µM), without a hit: at the highest dose FP activity, negative = inhibition, actives largely listed as inhibitors; actives 0.028% (n = 370,000); AID 624246; active = well fitted inhibition curve with a large enough effect in the polarisation, with a control signal flat; inconclusive = small, poorly fitted or top-dose-only effect, or effect the other way, or a change in a side signal; inactive = no such curve, though single readings can be large or run the other way; the % refers to the polarisation;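 note: polarization taken with two DNA probes labelled with fluorescein and Texas red; potency is the fitted concentration of half-maximal effect; % of control where 0% means no effect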
Target sequence (P11308 whole entry, looked up, the tested form may be a part): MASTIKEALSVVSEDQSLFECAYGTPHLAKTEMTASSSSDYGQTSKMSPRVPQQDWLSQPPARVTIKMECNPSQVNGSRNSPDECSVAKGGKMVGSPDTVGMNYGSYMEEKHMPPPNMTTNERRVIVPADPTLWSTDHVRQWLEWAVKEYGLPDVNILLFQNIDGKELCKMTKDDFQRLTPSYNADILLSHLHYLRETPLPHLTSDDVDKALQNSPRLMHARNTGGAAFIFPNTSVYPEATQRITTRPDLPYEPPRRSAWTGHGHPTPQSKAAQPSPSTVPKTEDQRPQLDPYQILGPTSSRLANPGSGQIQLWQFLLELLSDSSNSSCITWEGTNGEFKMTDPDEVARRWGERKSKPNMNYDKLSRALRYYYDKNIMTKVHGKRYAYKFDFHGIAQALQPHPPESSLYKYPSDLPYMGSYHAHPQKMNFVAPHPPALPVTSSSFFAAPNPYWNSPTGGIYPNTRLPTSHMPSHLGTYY
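His-tagged ERG Ets domain (1 uM in the protein solution; 300mM KCl, 50mM Tris-HCl, 1mM EDTA, 1mM DTT, pH 7.5) received compound, then a probe mix of 5 nM fluorescein-DNA and 100nM Texas-615-DNA. Fluorescence polarization was read for both dyes.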
JMJD2A Tudor inh: blocks the human JMJD2A Tudor domain. O75164. AlphaScreen JMJD2A-Tudor / H3K4me3 peptide binding. Potency, µM (highest dose often 114 µM), for inactives: at the top dose activity change, negative = inhibition, most hits filed as inhibitors. actives 4.4% (n = 390,000). AID 504339; note: potency is the fitted concentration of half-maximal effect; % is set by controls: 0 for no effect and ±100 for the full control effect; nearly all actives have a fitted effect of over 50% in size
BAZ2B block: BAZ2B (human) inhibition | Q9UIF8 | AlphaScreen BAZ2B-H3K14Ac peptide displacement | Potency, µM (top dose mostly 114 µM), for the others: top-dose activity change, negative = inhibition, most hits filed as inhibitors | actives 4.4% (n = 360,000); note: potency is the fitted concentration of half-maximal effect; % is set by controls: 0 for no effect and ±100 for the full control effect; nearly all actives have a fitted effect of over 60% in size
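Complex of BAZ2B and biotin-H3K14Ac (50 nM apiece) forms over 30 min at RT, then faces library compounds up to 110 uM for another 30 min; AlphaScreen beads added, 20 min dark incubation, luminescence read.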
RGS4 inhibitor: human RGS4 inhibition. P49798. Transcreener GDP fluorescence polarization, RGS4-accelerated GTP hydrolysis. Potency, µM (highest dose often 114 µM), without a hit: at the highest dose activity change, negative = inhibition, hits mostly inhibitors. actives 0.039% (n = 390,000); note: potency is the fitted concentration of half-maximal effect; % is set by controls: 0 for no effect and ±100 for the full control effect; nearly all actives have a fitted effect of over 75% in size; some results filed as inactive show a strong effect at the top dose
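MLSMR compounds (23 nl, pin-transferred) preincubated 10 min at room temperature with a 500nM (2x) first reagent, then RGS4 at 900nM (2x) plus Transcreener GDP mix added; fluorescence polarization (620/688 nm) read before and after 90 min at 30 °C.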
G9a block: blocks human histone lysine methyltransferase G9a | Potency, µM (highest dose often 102 µM), without a hit: at the highest dose activity, negative = inhibition, most hits filed as inhibitors | G9a H3K9 monomethylation, AlphaScreen, 2 h | AID 504332 | actives 8.8% (n = 350,000) | Q96KQ7; note: potency is the fitted concentration of half-maximal effect; % is set by controls: 0 for no effect and ±100 for the full control effect; nearly all actives have a fitted effect of over 75% in size
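Step 1: enzyme (final 20 nM) with compound, 15 min RT. Step 2: substrate peptide 500 nM and SAM 20 uM, 2 h RT. Step 3: anti-H3K9me1 antibody and AlphaScreen beads, 10 min, then plate read.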
PI4K2A inh: inhibitors of human PI4K2A; purified PI4K2A, ADP-Glo luminescence, 1 h; hits give low values; activity change, negative = inhibition, % at 76.9 µM; actives 0.13% (n = 420,000); in the data active = activity change below about -50%; inconclusive = mostly about -30% to -49%;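 note: -100% = wells without enzyme as full effect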
Target sequence (Q9BTU6 whole entry, looked up): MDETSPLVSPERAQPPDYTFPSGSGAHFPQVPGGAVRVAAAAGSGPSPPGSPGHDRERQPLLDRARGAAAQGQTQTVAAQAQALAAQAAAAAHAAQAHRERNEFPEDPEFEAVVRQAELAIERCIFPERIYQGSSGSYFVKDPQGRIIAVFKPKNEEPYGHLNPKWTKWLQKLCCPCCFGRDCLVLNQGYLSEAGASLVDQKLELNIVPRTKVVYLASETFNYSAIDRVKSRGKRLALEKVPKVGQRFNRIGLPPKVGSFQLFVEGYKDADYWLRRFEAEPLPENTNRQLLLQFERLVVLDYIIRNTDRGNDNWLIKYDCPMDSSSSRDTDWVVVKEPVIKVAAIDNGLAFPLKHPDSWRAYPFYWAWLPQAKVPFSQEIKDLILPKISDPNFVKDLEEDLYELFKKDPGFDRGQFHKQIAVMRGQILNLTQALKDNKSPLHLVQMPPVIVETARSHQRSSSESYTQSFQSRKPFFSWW
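In this quantitative HTS, ADP production by PI4K2A was quantified luminescently after 1 h at ambient temperature; 100 microM adenosine served as plate-quality control.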
ALOX12 inh: ALOX12 (human) lipoxygenase inhibition; purified 12hLO, xylenol orange hydroperoxide absorbance; Potency, µM (doses to about 108 µM), for inactives: top-dose activity change, negative = inhibition, actives largely listed as inhibitors; actives 1.1% (n = 580,000); note: potency is the fitted concentration of half-maximal effect; % is set by controls: 0 for no effect and ±100 for the full control effect
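Purified human 12hLO at 150 nM in 25 mM Hepes, 0.01% Triton X-100, pH 7.0, preincubated 15 min at room temperature with compound. Reaction started with 40 uM arachidonic acid, 30 min at room temperature. Hydroperoxide measured by Fe-xylenol orange, 573/405 nm absorbance ratio.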
Starred values were filed as active, the others as inactive; u = inconclusive; x = no result given; [ ] = another dose, or the depositor's remark. Unless noted, calls come from the whole dose curve; as a rule, active = well fitted curve in the direction sought with a large enough effect; inconclusive = small, poorly fitted or top-dose-only effect, or another doubt; inactive = no such curve, though single readings can be large; an effect the other way counts as inactive or inconclusive.

no.	GLS inhibitor	HP1b chromo inh	ERG-DNA inh	JMJD2A Tudor inh	BAZ2B block	RGS4 inhibitor	G9a block	PI4K2A inh	ALOX12 inh	Compound
1	2.0%	34.5%[activator]	-1.8%	-13.8%	x	-12.6%	x	1.7	-6.1%	CC(=O)NC(CC(C)C)C(=O)O (stereo unspecified)
2	-2.6%	43.0%[activator]	6.6%	-6.8%	-8.3%	28.5%	-6.4%[12.7 µM]	0.9	50.3%[activator]	COCCN(C(=O)CSc1nnc(-c2ccco2)n1C)c1c(N)n(CC(C)C)c(=O)[nH]c1=O
3	2.6%	105.9%[activator]	-4.0%	47.7%[activator]	25.8%	26.6%	4.5%[59 µM]	2.0	-7.5%	COc1cccc(C2CCCN2Cc2nc(CCC(C)C)no2)c1 (stereo unspecified)
4	1.1%	67.5%[activator]	x	-12.2%	0.5%	-6.6%	75.4%[activator][59 µM]	-1.9	3.4%	Cc1cc(=O)[nH]c2c1c(C)nn2C1CCOC(C)(C)C1 (stereo unspecified)
5	-4.9%	5.4%	-2.0%	-7.3%	5.4%	18.2%	-3.5%[2.33 µM]	-8.6	-18.2%	O=C(Nc1cnc2sccn2c1=O)c1ccc(Cl)cc1Cl
6	3.3%	16.9%	2.0%	-20.1%	-2.4%	1.9%	u	-4.3	u	Cc1[nH]n(C)c(=O)c1[N+](=O)[O-]
7	-10.0%	12.9%	6.3%	4.1%	u	u	44.7µM*	-3.8	-5.6%	Cc1ccc(N/N=C2\COC(C)(C)CC2=O)cc1
8	4.5%	66.2%[activator]	-7.4%	16.9%	2.8%	-17.4%	-20.8%	7.2	0.0%	Cc1nc(OCC(=O)c2ccc(Cl)cc2)c(C#N)c2c1COC(C)(C)C2
9	2.8%	1.2%	-11.5%	-17.3%	-16.8%	13.3%	-37.4%[2.33 µM]	-3.4	-20.7%	Cc1cc(Br)c(NC(=O)C(C)Sc2nnnn2C)c(Br)c1 (stereo unspecified)
10	-0.1%	16.1%	-6.1%	-22.4%	-1.9%	4.2%	6.8%[59 µM]	0.3	17.7%	CCOC(=O)c1c(NC(=O)CSc2nnnn2C)sc(C)c1-c1ccc(C)cc1
11	1.4%	23.1%	-20.2%	0.7%	3.8%	-24.7%	-6.7%	6.6	7.8%	Cc1nc2sc(C(c3cccc(F)c3)N3CC(C)OC(C)C3)c(O)n2n1 (stereo unspecified)
12	-8.9%	15.7%	18.4%	-20.0%	-26.4%	4.9%	u	-3.9	-24.3%	CCOc1ccc(NC(=O)CN(C)C(=O)CSc2ccccc2)cc1OCC
13	-0.9%	33.0%	1.2%	-11.4%	15.2%	24.8%	26.8%[59 µM]	3.2	-6.6%	CC(Sc1nnnn1C)C(=O)Nc1ccc(Oc2ccccc2)cc1 (stereo unspecified)
14	2.1%	37.7%	1.1%	-14.1%	-7.0%	-0.6%	5.9%	-3.6	43.9%[activator]	COC(=O)CNC(=O)C12CC3CC(C1)CC(c1ccc(C)cc1)(C3)C2
15	-5.4%	24.1%	-0.7%	-22.5%	-6.6%	3.5%	2.4%[59 µM]	-5.4	-4.7%	COc1cccc(CNc2nc3nc4c(c(=O)n3[nH]2)CCC4)c1
16	-2.1%	u	-1.4%	22.4µM*	u	0.1%	50.1µM*	32.8	13.7%	COc1ccc2ccccc2c1CNCc1ccc(C)cc1
17	-11.4%	52.6%[activator]	-0.6%	-12.3%	1.5%	-15.0%	x	2.4	-14.7%	COc1ccc(NC(=O)C2c3cc(OC)c(OC)cc3C(=O)N(C)C2c2cccnc2)cc1OC (stereo unspecified)
18	19.9%	11.6%	0.0%	-29.6%	x	-10.5%	x	-6.5	-12.1%	O=C(C[C@@H]1C/C=C\C[C@@H](Cc2ccc(F)cc2)C(=O)OC[C@@H](Cc2c[nH]c3ccccc23)NC1=O)NCCO
19	0.0%	10.8%	-8.3%	-6.2%	-16.3%	-19.6%	43.4%	-1.2	5.5%	O=C(Nc1cc(-c2nc3ncccc3o2)ccc1Cl)c1cccs1
20	25.9%	u	-0.5%	u	u	-9.0%	31.6µM*	1.7	28.2µM*	CC1CC2=C(NC(=S)NC2c2cccc(F)c2)/C(=C/c2cccc(F)c2)C1 (stereo unspecified)

An excerpt from above in order of count of non-hydrogen atoms, rising.
no.	GLS inhibitor	HP1b chromo inh	ERG-DNA inh	JMJD2A Tudor inh	BAZ2B block	RGS4 inhibitor	G9a block	PI4K2A inh	ALOX12 inh	Compound
6	3.3%	16.9%	2.0%	-20.1%	-2.4%	1.9%	u	-4.3	u	Cc1[nH]n(C)c(=O)c1[N+](=O)[O-]
7	-10.0%	12.9%	6.3%	4.1%	u	u	44.7µM*	-3.8	-5.6%	Cc1ccc(N/N=C2\COC(C)(C)CC2=O)cc1
16	-2.1%	u	-1.4%	22.4µM*	u	0.1%	50.1µM*	32.8	13.7%	COc1ccc2ccccc2c1CNCc1ccc(C)cc1
20	25.9%	u	-0.5%	u	u	-9.0%	31.6µM*	1.7	28.2µM*	CC1CC2=C(NC(=S)NC2c2cccc(F)c2)/C(=C/c2cccc(F)c2)C1 (stereo unspecified)

New compounds follow:
no.	GLS inhibitor	HP1b chromo inh	ERG-DNA inh	JMJD2A Tudor inh	BAZ2B block	RGS4 inhibitor	G9a block	PI4K2A inh	ALOX12 inh	Compound
21	0.7%	7.3%	-6.3%	-2.1%	4.1%	-0.4%	6.0%[0.501 µM]	5.0	-10.8%	O=C1C=C(c2cc3ccccc3s2)C[C@@H](c2ccc(F)cc2)C1
22	-0.3%	41.9%	1.8%	0.0%	1.4%	-13.4%	-6.8%[12.7 µM]	4.2	8.8%	CCOc1cc(/C=N/NC(=O)CCn2nnc3ccccc32)ccc1O
23	-8.5%	13.6%	8.8%	-5.1%	-2.6%	-29.7%	x	1.0	-6.1%	OCCC1CN(Cc2cccn2-c2ccccn2)CCN1C1CCCCC1 (stereo unspecified)
24	-13.5%	-25.2%	2.4%	-14.7%	-14.9%	22.4%	14.4%	0.1	6.6%	COc1ccc(NC(=O)C2CCCN(C(=O)Nc3ccc(OC)cc3)C2)cc1 (stereo unspecified)
25	1.4%	16.6%	-6.9%	-9.0%	-20.6%	-7.1%	-25.9%	5.4	22.6%	O=C(CSc1nnc(NC(=O)c2ccco2)s1)NCc1ccc2c(c1)OCO2
26	2.4%	15.6%	-0.2%	13.4%[57.1 µM]	8.1%	14.7%[11.4 µM]	7.2%[12.7 µM]	-3.9	49.7%[activator]	O=C(Cn1cc(C(=O)C2CC2)c2ccccc21)NC1CCCC1
27	6.4%	-38.1%	-5.6%	35.5µM*	50.1µM*	u	1.41µM*	2.2	u	S=c1[nH]nc(-c2ccco2)n1/N=C/c1cccc(Cl)c1Cl
28	-9.8%	16.6%[57 µM]	10.4%	-9.7%	x	5.3%	x	0.3	2.6%	O=C1Nc2ccccc2SC1c1ccccc1Cl (stereo unspecified)
29	-2.8%	6.0%	-10.2%	-35.0%	-37.2%	-6.4%	u	-1.3	0.0%	Cc1oc(-c2cccc(Cl)c2)nc1CN1CCCC(C(=O)NCc2ccc(F)cc2)C1 (stereo unspecified)
30	-12.3%	5.3%	8.8%	-13.5%	-23.1%	-11.6%	50.1µM*	0.6	0.9%	COc1ccc(-c2ccc(SCC(=O)c3cccs3)nn2)cc1OC
31	-7.0%	9.9%	3.5%	-13.9%	-4.9%	9.9%	-1.7%	-0.6	-4.6%	NNC(=O)/C(=C/c1cccs1)NC(=O)c1ccccc1Cl
32	-17.8%	-2.3%	10.4%	-13.0%	-1.4%[57.1 µM]	-31.6%[56.9 µM]	-2.9%	8.1	0.9%	O=C(CCN1CCCCC1=O)NC1CCCc2c1cnn2-c1ccccc1F (stereo unspecified)
33	10.1%	8.8%	-3.5%	-12.3%	3.3%	6.4%	4.7%	2.3	0.3%	Cc1ccccc1NC(=O)n1ncc2cc(Cl)ccc21
34	16.3%	-5.1%	2.1%	u	u	-1.3%[11.4 µM]	x	-1.4	-0.1%	c1ccc(CNc2nc(NCc3ccco3)nc(N3CCOCC3)n2)cc1
35	-2.1%	65.5%[activator]	4.0%	20µM*	39.8µM*	5.1%[56.9 µM]	-3.8%	7.6	4.8%	Cc1nnc(N/N=C/c2ccccn2)[nH]c1=O
36	9.0%	28.3%	-4.1%	-1.4%	x	35.6%	12.1%	-3.5	u	CCn1cc(C(=O)OCC(=O)Nc2ccc(C(C)C)cc2)c(=O)c2ccc(C)nc21
37	u	-21.2%[57 µM]	-13.2%	35.5µM*	-23.8%	-4.1%	44.7µM*	6.4	u	CC(C)NC(=O)c1sc(=S)n2c1[nH]c(=O)c1ccc(C(=O)NCCc3ccc(Cl)cc3)cc12
38	-5.8%	46.1%[activator]	-4.6%	-11.3%	4.8%	-11.7%	u	2.3	-5.8%	O=C(NS(=O)(=O)c1ccc(NC(=O)C2CCCO2)cc1)c1ccccc1 (stereo unspecified)
39	0.3%	-5.7%	0.9%	u	-32.4%	-1.2%	u	-18.8	u	Cc1ccc(NC(=O)c2oc3c(c2C)-c2[nH]ncc2CC3)c(Cl)c1
40	14.5%	2.4%	-4.9%	-21.4%	3.3%	13.7%	19.7%	2.4	9.7%	CC1/C(=N/O)CC(c2ccccc2)NC1c1ccccc1 (stereo unspecified)
41	-2.0%	14.3%	-6.0%	2.8%	-11.1%	-31.3%	-28.1%	0.2	3.4%	O=C(NCCC1CCCCN1S(=O)(=O)c1ccc(F)cc1)C(=O)NC1CCCC1 (stereo unspecified)
42	3.8%	26.9%	x	-10.4%	10.0%	5.5%	-15.4%[12.7 µM]	-5.1	-9.0%	O=C1c2ccccc2C(=O)N1CCc1nc(-c2cccnc2)no1

Not all compounds are listed, so the mix of outcomes need not match the whole.
